Compound activity from PubChem.
All columns: NCI-60 one-dose screen, growth in % after 48 h at 10 µM unless noted; 100 = growth as untreated, 0 = no growth, -100 = all killed.
SK-MEL-2: SK-MEL-2 melanoma. hit rate 4.7% among 77,000. AID 1794763
HS 578T: HS 578T breast cancer. hit rate 4.1% among 78,000
LOX IMVI: LOX IMVI melanoma | hit rate 7.4% among 79,000 | AID 1794757
UACC-62: UACC-62 melanoma | hit rate 5.4% among 81,000 | AID 1794756
UACC-257: UACC-257 melanoma; AID 1794764; hit rate 4.4% among 78,000
MALME-3M: MALME-3M melanoma; hit rate 5.8% among 78,000; AID 1794766
SK-MEL-5: SK-MEL-5 melanoma; hit rate 6.4% among 80,000
SK-MEL-28: SK-MEL-28 melanoma. hit rate 4.1% among 81,000. AID 1794761
Starred values were filed as active, the others as inactive; · = not tested or not shown; & = joins results of further samples. Rule for the calls: active = growth percent below 10; inactive = the rest.

Value order: SK-MEL-2, HS 578T, LOX IMVI, UACC-62, UACC-257, MALME-3M, SK-MEL-5, SK-MEL-28
> CC1(C)CC(=O)C2=C(C1)Nn1c(nc(-c3ccccc3)cc1=O)N=C2c1ccc(Cl)cc1
  108, 114, 112, 100, 108, 102, 99, 112
> COc1ccc(/C=C/c2c(C(=O)c3ccccc3)c(C)nc3ccccc23)cc1
  84, 92, 81, 56, 94, 94, 70, 98
> CS(=O)(=O)c1ccc2c(c1)c1c(n2C(=O)c2ccc(Cl)cc2)CCCC1=O
  ·, 107, 99, 94, 118, 94, 100, 98
> Nc1ncc(-c2cnn(C3CCNCC3)c2)cc1-c1nc2ccccc2o1
  22, -15*, -81*, -67*, -82*, ·, 27, -87*
> C=CCSc1nnc(-c2c(C)nc3sccn23)o1
  104, 77, 96, 74, 87, 109, 96, 97
> O=C(Nc1ccccc1O)c1cccc(Nc2ccnc(C(F)(F)F)c2)c1
  112, 92, 85, 73, 101, 101, 66, 107
> C=C(CC[C@@H](C)[C@H]1CC[C@@]2(C)C3=C(C[C@H](O)[C@]12C)[C@@]1(C)CC[C@@H](OC(=O)C[C@@](C)(O)CC(=O)OC)C(C)(C)[C@@H]1CC3)[C@H](C)C(=O)O
  103, 105, 107, 94, 101, 106, 99, 107
> CC(C)(C)NC(=O)C(OC(=O)C1CC1c1ccc(F)c(F)c1)c1ccc(Cl)cc1 (configuration not stated)
  99, 97, 96, 86, 101, 105, 90, 102
> C=CC(=O)Nc1cccc(Oc2nccc(Nc3ccc(S(=O)(=O)Nc4ccccn4)cc3)n2)c1
  92, 103, 92, 100, 95, 99, 105, 103
> O=Cc1ccc(OCC(=O)OCCCN2C(=O)c3ccccc3C2=O)cc1
  110, 87, 95, 95, 93, 99, 98, 107
> O=C(Nc1cccc2c1O[C@H](c1nn[nH]n1)CC2=O)c1ccc(OCCCCc2ccccc2)cc1
  133, 94, 96, 105, 107, ·, 106, 111
> CC1(C)CC(=O)C2=C(C1)OC(C(=O)c1ccc(N=[N+]=[N-])cc1)C2c1cccc(Oc2ccccc2)c1 (configuration not stated)
  120, 107, 103, 101, 106, 113, ·, 111
> CC1(C)CC[C@]2(C(=O)N3CCOCC3)CC[C@]3(C)C(=CC[C@@H]4[C@@]5(C)CC[C@H](NCO)C(C)(C)[C@@H]5CC[C@]43C)[C@H]2C1
  -82*, -68*, -84*, -94*, -94*, -97*, -98*, -99*
> CC1(C)CC[C@]2(CO)CC[C@]3(C)[C@H](CC[C@@H]4[C@@]5(C)CCCNC(C)(C)[C@@H]5CC[C@]43C)[C@H]2[C@H]1O
  102, 84, 69, 96, 83, 79, 93, 94
> CCOC(=O)c1c(C)oc2ncnc(Nc3ccc(NC(=O)Nc4cccc(Cl)c4)cc3)c12
  73, 81, 64, 69, 84, 81, 53, 62
> CSc1nc(SCc2ccccc2)[nH]c(=O)n1
  98, 110, 99, 95, 106, 96, 93, 109
> COc1cccc(CNc2ncnc3sc(-c4ccc(NC(C)=O)cc4)cc23)c1
  94, 93, 101, 82, 95, 93, ·, 103
> CCCCCCCCCCOc1ccc(/C=C/C(=O)c2ccc(OC)cc2)cc1
  111, 101, 95, 86, 99, ·, 100, 102
> COc1cc2cc(Oc3ccc(NC(=O)Nc4ccc(Cl)c(Cl)c4)cc3)c(C)nc2cc1OCCN1CCCCC1
  124, 108, 99, 106, 94, 14, 89, 98
> Nc1ccc(CCCCc2ccccc2)c(Cl)c1
  91, 94, 99, 93, 89, 106, 96, 99
> COc1ccc(/C=N/NC(=O)c2ccc(-n3cc(-c4ccccc4)nn3)cc2)cc1OC
  108, 103, 94, 77, 103, 78, 89, 89
> FC(F)(F)c1cccc(N2NC(=S)N3C=CC=CC32)c1 (configuration not stated)
  81, 97, 96, 99, 107, 98, 99, 112
> COc1ccc(NC(=O)CSc2nnc(-c3cc(-c4ccc(S(C)(=O)=O)cc4)nc4ccccc34)n2-c2ccccc2)cc1
  100, 85, 91, 87, 96, 98, 85, 106
> C/C(=C(/c1ccccc1)c1ccc(N2C(=O)c3cccc4c(N5CCN(C)CC5)ccc(c34)C2=O)cc1)c1ccccc1
  116, 98, 25, 74, 80, 81, 76, 88
> O=c1nc(-c2ccccc2)cc(-c2cc3ccccc3nc2Cl)[nH]1
  83, 70, -88*, 35, 91, 55, 62, 72
> NC(=O)NNC(=O)c1ccccc1
  128, 108, 97, 104, ·, 110, 104, 117
> N#Cc1c(-c2ccccc2)cc(-c2ccccc2)n(CCCCCCC(=O)O)c1=O
  89, 101, 89, 91, 109, 94, 100, 103
> COc1cc(OC)c(Br)c(OC)c1
  102, 105, 100, 103, 102, 97, 103, 113
> O=c1oc2ccc(Cl)cc2c(=O)n1-c1ccc(I)cc1F
  -24*, -0.4*, 0.5*, -29*, -17*, -29*, -81*, 0.5*
> Cn1c2ccc(Cl)cc2c2nn(Cc3ccccc3)c(=O)nc21
  102, 104, ·, 106, 103, ·, ·, 124
> COc1ccc2nc(-c3nc(-c4ccccc4F)n4ccccc34)[nH]c2c1
  78, 102, 80, 78, 114, 94, 72, 108
> Clc1ccc(N2N=C(c3cccc(Nc4ccncc4)c3)CC2c2ccc3c(c2)OCO3)cc1 (configuration not stated)
  94, 69, -74*, 91, 86, 25, 31, -12*
> O=[N+]([O-])c1ccccc1N=NNc1ccccc1
  87&62, 103&116, 97&82, 81&61, 104&101, 95, 63&70, 114&106
> Clc1ccc(C2=CC(c3ccc(Cl)cc3)N3C=CSC3=N2)cc1 (configuration not stated)
  110, 93, 94, 110, 96, 110, 111, 103
> CC12CCCC1C1CC=C3CC(O)CCC3(C)C1CC2 (configuration not stated)
  103, 105, 91, 94, 107, 94, 101, 120
> COc1ccc(NC(=O)CCn2cnc3c(cc(-c4ccccc4)n3-c3ccccc3)c2=O)cc1
  104, 46, 66, 92, 13, ·, 91, 101
> O=C(N/N=C1\c2ccccc2-c2cccc(C(=O)O)c21)c1ccc(Cl)cc1
  104, 83, 95, 82, 98, 96, 88, 108
> CCCCCCCCCCCCCCCCCCOc1ccccc1CC(=O)OCC[N+]1(C)CCOCC1
  91, 55, 56, 61, 103, 67, 80, 86
> CN1C/C(=C\c2cc3ccccc3[nH]c2=O)C(=O)/C(=C/c2cc3ccccc3[nH]c2=O)C1
  106, 92, 56, 85, 88, 110, 102, 99
> COc1cc(C2SCC(=O)N2c2ccc(C)cc2)ccc1OCC(=O)Nc1ccc(C(C)=O)cc1 (configuration not stated)
  99, 114, 94, 91, 97, 102, 100, 105
> CCCC(=O)Nc1cc(C)c(NC(=O)CN(CC)CC)c(C)c1
  116, 96, 99, 96, 101, 97, 102, 102
> COC(=O)c1c(C)nc(C)c2c1C(=O)C(Br)=C(NCCCCO)C2=O
  65, 88, 50, 44, 46, -3.0*, -53*, 102
> O=C(CCCCCCN1CC(=O)N2[C@@H](c3ccc(Cl)c([N+](=O)[O-])c3)c3[nH]c4ccccc4c3C[C@H]2C1=O)NO
  97, 82, 84, 76, 82, 69, 99, 99
> FC(F)(F)c1cc2n(n1)-c1ncccc1Oc1ccccc1-2
  112, 95, 88, 77, 103, 103, 90, 105
> CC(=O)O[C@]1(C)CC[C@H]2[C@H](CNCCc3ccc(Cl)cc3)C(=O)O[C@@H]2C2=C(C)C(=O)C[C@H]21
  114, 150, 91, 98, 76, 84, 92, 101

Next results follow.
Structure	SK-MEL-2	HS 578T	LOX IMVI	UACC-62	UACC-257	MALME-3M	SK-MEL-5	SK-MEL-28
NCC(c1ccccc1)c1ccccc1	105	101	93	·	·	101	98	108
CCN1C(=O)N(CC)C2Nn3c(s/c(=C\c4c[nH]c5ccccc45)c3=O)=NC21 (configuration not stated)	103	84	93	88	105	69	94	102
CC1(C)C(OS(C)(=O)=O)C(C)(C)C1OS(C)(=O)=O (configuration not stated)	118	99	98	90	98	98	99	108
Nc1ncc(-c2ccc3ncnc(Nc4ccc(F)c(Cl)c4)c3c2)cn1	95	35	36	103	101	36	96	102
Cc1cc[n+](CC[n+]2ccc(C)cc2)cc1	95	98	99	79	92	113	99	111
COc1ccc2c(Nc3ccc(NS(C)(=O)=O)cc3)c3ccccc3nc2c1	-70*	-17*	-5.2*	-65*	-78*	-51*	-95*	-13*
Cc1ccccc1COc1ccc(-c2ccnn2-c2ccc(Cl)cc2)cc1	39	61	64	61	76	67	67	69
COC(=O)CSC1=C(C)C(=O)C(OC)=C(OC)C1=O	103	79	83	70	78	90	86	104
O=c1ncn(C2CCCCC2)c(=O)[nH]1	112	121	·	103	120	·	116	109
CS(=O)(=O)OC1CCCC(OS(C)(=O)=O)C1 (configuration not stated)	105	99	102	99	99	95	104	110
O=[N+]([O-])C1C(c2ccccc2)C12c1ccccc1-c1ccccc12 (configuration not stated)	-1.4*	39	-44*	18	41	59	-16*	49
O=C(Nc1ccc(S(=O)(=O)Nc2cscn2)cc1)c1cccs1	113	122	111	105	103	105	107	115
CCCCCCC(=O)c1ccco1	125	101	101	99	105	130	102	101
Nc1nc(CSc2n[nH]c(N)n2)nc(Nc2ccccc2)n1	106	82	98	92	107	104	101	100
COc1cc2nc(SCc3nnc(NC(=O)c4ccc(Br)cc4)s3)n(-c3ccc(Cl)cc3)c(=O)c2cc1OC	101	93	57	92	99	88	79	105
CN(C)c1ccc(/C=N\Nc2ccccn2)c(Cl)c1	103	113	103	95	103	·	110	108
CCN(CC)CCSc1nc2c([nH]1)c(=S)n(C)c(=O)n2C	96	95	95	107	100	121	93	97
CCN(CC)CCCC(C)Nc1cc(OC)cc2cccnc12 (configuration not stated)	·	·	83	111	87	129	112	120
NC(=O)C1CCCN1C(=O)C(Cc1cnc[nH]1)NC(=O)C1CCC(=O)N1 (configuration not stated)	100	98	·	91	102	89	105	104
O=C(Nc1ccc(S(=O)(=O)N2CCCCC2)cc1)C(Cl)Cl	104	119	100	106	101	99	105	130
N#C/C(=C\c1ccc(Cl)cc1)C(=O)c1c[nH]c2ccccc12	94	94	91	96	100	100	98	110
O=S(=O)(NCCCNc1nccc(-c2c(-c3ccccc3)nc3occn23)n1)c1ccc(Cl)cc1	88	97	73	69	105	92	70	90
CCOC(=O)c1c(NC(=O)c2ccc(F)cc2F)sc2c1CCC(=O)C2	98	103	81	83	102	118	99	112
C=CCC(N)C(=O)O (configuration not stated)	100	110	103	106	112	·	107	102
CCCCCCOc1ccccc1C(N)=O	107	120	98	98	108	93	·	111
CCCc1[nH]nc2c1C(c1cc3c(cc1Br)OCO3)C(C#N)=C(N)O2 (configuration not stated)	111	99	93	85	99	117	100	112
O=C(C1CC=CCC1)N1CCCCCC1 (configuration not stated)	120	102	96	99	105	111	107	104
c1ccc(CCc2ccncc2)cc1	·	116	104	96	·	92	113	160
[O-][n+]1nc(Cl)ccc1Cl	112	100	99	95	113	·	103	106
CC1=C(O)C(=O)C=C1	·	·	103	109	93	126	113	123
Oc1c2ccccc2cc2ccccc12	117	104	98	94	106	105	102	102
Cn1c(NCCc2ccc(O)c(O)c2)nc2c1c(=O)n(Cc1ccc(Cl)c(Cl)c1)c(=O)n2C	91	76	86	74	85	76	65	77
CCCCN1C(=O)/C(=C\C(=O)c2cc3ccccc3oc2=O)c2ccccc21	80	76	57	66	105	69	84	52
CCOCc1cc(=O)[nH]c(SC)n1	107	74	109	110	118	88	95	85
CC(=O)Nc1ccc2c(c1)Cc1c(F)cccc1-2	128	115	103	99	110	130	·	117
CN1CCN(C(=O)[C@]23CCC(C)(C)C[C@H]2C2=CC[C@@H]4[C@@]5(C)CC[C@H](OC(=O)c6cccnc6)C(C)(C)[C@@H]5CC[C@@]4(C)[C@]2(C)CC3)CC1	99	98	69	76	90	91	74	88
COC(=O)N[C@H]1CCc2c(Cl)c(OC)c(OC)c(OC)c2-c2ccc(SC)c(=O)cc21	42	9.6*	13	37	68	37	-37*	61
C/C(=C(/C)C1CC1CCN(C(=O)c1ccc([N+](=O)[O-])cc1)S(=O)(=O)c1ccc(C)cc1)c1ccccc1 (configuration not stated)	102	98	100	63	93	106	84	104
O=C(Cn1cc(CN2C(=O)c3ccc([N+](=O)[O-])cc3C2=O)nn1)Nc1ccc(F)cc1Cl	101	111	107	92	98	83	101	100
CCOc1ccc(NC(=O)c2cc(OC)c(OC)c(OC)c2)cc1	16	27	35	36	50	38	29	66
CC(C)CCC[C@@H](C)[C@H]1CC[C@H]2[C@@H]3CC[C@]45O[C@H]4C(=O)CC[C@]5(C)[C@H]3CC[C@]12C	87	90	91	103	99	106	99	101
CC(=O)/C(=C/n1c(=S)[nH]c2ccc([N+](=O)[O-])cc21)C(=O)Nc1ccc([N+](=O)[O-])cc1	104	91	87	79	103	·	96	95
